Rev-erbA mod: modulates human Rev-erb alpha binding to DNA. hit rate 0.79% among 370,000. Rev-erbα–FITC-DNA binding, fluorescence polarization, 90 min. P20393. AID 1259318. activity, % at 10 µM;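 active means activity above about 14%, limit read from the data; passing the limit was not always enough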;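 further: 0% = DMSO wells with 35 nM protein and 100% = DMSO wells with 750 nM protein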
ARFGAP1 inh: inhibits rat ARF GTPase activating protein 1. Q62848. Arfgap1-stimulated ARF1 GTP hydrolysis, GDP FP detection. inhibition, % at 16.5 µM. hit rate 0.26% among 360,000. AID 651572;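 active means inhibition above a per-plate limit, mean inhibition of low control wells plus 3 SD, cut at about 25% in these data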;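 further: 0% = DMSO wells with enzyme and 100% = wells lacking Arfgap1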
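Material: rat Arfgap1 catalytic domain, aa 1-136; also added: human ARF1(Δ1-17)-GTP substrate; compound dosing: one concentration, 16.5 µM, DMSO 1.26%; incubation: GTP hydrolysis reaction 2 h at 25 °C; measured by: Tracer-displacement fluorescence polarization with EDTA stop, 620/688 nm; evaluation: % inhibition from polarization; repeats: one replicate per compound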
PLCb3 inh: PLC-beta3 (human) inhibition, primary screen. Q01970. Purified PLC-beta3, fluorogenic substrate, fluorescence. inhibition, % at 12.2 µM. hit rate 0.18% among 370,000; in the data active means inhibition above about 11%;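 further: 0% = median of compound wells on plate and 100% = full blocker control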
Target sequence (Q01970 whole entry, looked up): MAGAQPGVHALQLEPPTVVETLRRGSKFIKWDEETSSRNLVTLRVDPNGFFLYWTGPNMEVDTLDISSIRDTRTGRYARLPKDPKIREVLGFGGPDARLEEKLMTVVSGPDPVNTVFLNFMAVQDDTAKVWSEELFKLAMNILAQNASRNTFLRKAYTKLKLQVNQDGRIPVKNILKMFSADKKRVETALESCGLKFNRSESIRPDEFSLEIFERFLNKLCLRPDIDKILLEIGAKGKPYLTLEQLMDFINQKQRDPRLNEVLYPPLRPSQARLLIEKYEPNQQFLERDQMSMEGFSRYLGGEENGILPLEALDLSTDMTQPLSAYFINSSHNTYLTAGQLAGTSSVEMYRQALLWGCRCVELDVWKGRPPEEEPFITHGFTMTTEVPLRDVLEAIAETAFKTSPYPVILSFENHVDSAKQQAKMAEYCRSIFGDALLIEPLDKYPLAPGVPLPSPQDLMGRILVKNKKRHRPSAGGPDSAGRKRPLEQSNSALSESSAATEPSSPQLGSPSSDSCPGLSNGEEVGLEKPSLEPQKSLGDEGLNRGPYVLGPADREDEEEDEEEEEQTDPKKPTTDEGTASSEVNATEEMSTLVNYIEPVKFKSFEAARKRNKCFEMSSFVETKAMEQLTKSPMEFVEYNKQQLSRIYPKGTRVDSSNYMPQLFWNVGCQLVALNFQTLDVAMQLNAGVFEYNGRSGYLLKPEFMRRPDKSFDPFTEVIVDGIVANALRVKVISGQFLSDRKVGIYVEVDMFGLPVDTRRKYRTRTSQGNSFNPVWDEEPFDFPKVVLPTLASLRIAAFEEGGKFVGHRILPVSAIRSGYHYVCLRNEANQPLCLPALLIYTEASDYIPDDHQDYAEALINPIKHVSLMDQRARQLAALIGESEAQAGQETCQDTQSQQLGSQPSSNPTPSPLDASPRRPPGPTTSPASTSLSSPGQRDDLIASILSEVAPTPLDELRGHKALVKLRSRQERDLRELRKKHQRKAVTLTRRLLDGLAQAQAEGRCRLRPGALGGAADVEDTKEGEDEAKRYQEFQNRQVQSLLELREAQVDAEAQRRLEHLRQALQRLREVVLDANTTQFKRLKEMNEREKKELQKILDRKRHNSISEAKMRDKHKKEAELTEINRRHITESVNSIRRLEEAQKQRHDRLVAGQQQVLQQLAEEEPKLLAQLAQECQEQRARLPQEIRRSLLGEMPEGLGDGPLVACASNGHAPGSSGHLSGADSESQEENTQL
Tn7 DDE FP: inhibitors of Tn7 peptide binding to human fibrin DD(E) | hit rate 0.13% among 370,000 | P02675 | inhibition, % at 8.3 µM | FP displacement of FITC-Tn7 peptide from fibrin DD(E); 0% = median of compound wells per plate | AID 720508;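 active means inhibition above the mean of compounds falling within the control limits plus 3 SD of them, cut at about 14% in these data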;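 further: 0% = plate median of compound wells and 100% = 10 µM Aha-Tn7 peptide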
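Test system – human fibrin DD(E) · Times – 10 min preincubation, 3 h with tracer, room temperature · Detection – fluorescence polarization of the labelled Tn7 tracer · Measure – percent inhibition normalized to high-control wells · Benchmarks – high control wells with 10 µM unlabelled Aha-Tn7 peptide (full inhibition) · Repeats – singlicate testing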
DDE Tn6 FP inh: inhibitors of Tn6 peptide binding to human fibrin DD(E); Fibrin DD(E) TRITC-Tn6 fluorescence polarization displacement; P02675; AID 720509; hit rate 0.21% among 370,000; inhibition, % at 8.3 µM;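 active means inhibition above a per-campaign cutoff: mean of compounds within control limits plus 3 SD, cut at about 15% in these data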;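 further: 0% = median of all compound wells on the plate and 100% = blocking peptide control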
PLCg1 inh: PLC-gamma1 (human) inhibition, primary screen. purified PLC-gamma1, fluorogenic substrate, fluorescence. inhibition, % at 12.2 µM. hit rate 0.84% among 370,000. AID 720700; in the data active means inhibition above about 9.5%
HGIII-sPLA2 inh: Blocks human group III sPLA2 activity. QFRET BODIPY PC-A2 liposome hydrolysis, fluorescence. inhibition, % at 12.2 µM. hit rate 0.56% among 370,000. AID 743126;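 active means inhibition above mean plus 3 SD of compounds lying within the high and low control bounds, cut at about 19% in these data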;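 further: 0% = median of test compound wells and 100% = no enzyme DMSO wells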
KLK7 zymogen act: proKLK7 (human) activation, primary screen. P49862. purified proKLK7, EDANS-DABCYL substrate fluorescence; 100% is mature enzyme control, 0% vehicle. activation, % at 7 µM. hit rate 0.9% among 370,000;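 active means activation above the mean of all tested compounds plus 3 SD, computed per campaign excluding outliers beyond control limits, cut at about 13% in these data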
UHRF1 binding: blocks human UHRF1 binding to methylated DNA; Q96T88; inhibition, % at 4.4 µM; AID 687016; hit rate 0.75% among 370,000; UHRF1 binding to methylated oligo, TR-FRET; in the data active means inhibition above about 21%;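 further: UHRF1 SRA domain binding a hemimethylated CpG hairpin DNA probe; 0% = median of test compound wells and 100% = reference inhibitor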
ASAP1 inh: ASAP1 ArfGAP inhibition | Q9ULH1 | ASAP1-stimulated ARF1 GTP hydrolysis, GDP FP detection | inhibition, % at 16.5 µM | hit rate 0.19% among 360,000 | AID 624377; in the data active means inhibition above about 25%;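 further: 0% = vehicle with enzyme and substrate and 100% = no enzyme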
Numbers without * were called inactive; i = inactive; nt = no result given.

SMILES	Rev-erbA mod	ARFGAP1 inh	PLCb3 inh	Tn7 DDE FP	DDE Tn6 FP inh	PLCg1 inh	HGIII-sPLA2 inh	KLK7 zymogen act	UHRF1 binding	ASAP1 inh
Cc1ccc(CN2C(=O)CSC(C)C2=O)cc1 (stereo not given)	6	-3	-4	-2	4	1	-5	0.6	-1	-11
CC(C)(C)NC(=O)/C=C/c1cccs1	-5	3	-5	-5	-1	2	5	0.0	0	3
COC(CNC(=O)c1ccc2c(c1)nc(C)n2-c1cccc(F)c1)OC	-3	-5	-1	-1	3	-2	1	0.1	-2	1
COc1ccc(C)cc1-n1cnnn1	0	-1	-6	1	3	1	1	0.4	-3	3
Cc1nn(C)c(C)c1NC(=O)CCSc1nc(-c2ccco2)cc(C(F)(F)F)n1	2	5	5	-5	6	4	4	0.4	-4	-6
Cc1ccccc1OCCNc1cc(N2CC(C)NC(C)C2)ccc1[N+](=O)[O-] (stereo not given)	12	5	2	-2	1	3	-2	1.2	-9	-8
COC(=O)c1[nH]c2cccc(OC)c2c1NC(=O)CCN1CCSCC1	-6	1	-181	-7	7	-129	-1	5.9	-2	5
NS(=O)(=O)c1ccc(NCc2cc(Cl)ccc2OCc2ccc(F)cc2)cc1	0	1	0	-3	1	5	-9	0.3	3	-8
C#Cc1cccc(NC(=O)CSc2nnc(-c3ccc(C(F)(F)F)cn3)o2)c1	-1	-4	-2	-4	8	2	-27	-0.4	-1	-17
CC(=O)c1ccc(OCc2cc(C(=O)N3CCC(c4ccncc4)CC3)no2)cc1	-3	3	-1	5	-3	-3	-2	0.4	1	-2
O=C(Nc1ccc(F)cc1)Nc1ccc2c(c1)CCC2	-5	3	-4	-3	5	6	3	0.0	-1	15
CNCCCCOc1ccc(C(C)(C)C)cc1Cl	-3	-4	2	1	-2	3	8	0.4	1	3
O=C(O)c1cc(-c2cc(C(=O)O)c3ccccc3n2)ccc1O	-12	-3	i	0	1	-339	14	0.6	4	-9
O=C(OCc1cn([C@H]2C[C@H](c3ccc(Cl)cc3)N(Cc3cccs3)C[C@@H]2O)nn1)c1ccccc1	-1	7	1	-1	0	5	4	0.4	3	-12
CC(=O)Nc1ccc(Nc2c3ccccc3nc3ccccc23)cc1	-4	-5	-84	4	2	-63	11	1.1	13	-9
Cc1nc2[nH]onc2c2nccc(=O)c12	-5	-4	-241	6	1	-208	-1	2.1	-4	1
CCOC(=O)c1csc(NC(=O)CCSc2ccccc2)n1	4	9	-8	0	-5	2	-13	-0.2	-2	-4
Cc1cccc(NC(=O)CN2CCCN(S(=O)(=O)c3ccc(Br)s3)CC2)c1	1	-10	-1	2	-3	5	-9	1.2	0	6
Nc1ncnc2c1ncn2[C@@H]1O[C@H](CNS(=O)(=O)CCCCl)[C@@H](O)[C@H]1O	1	2	4	2	-3	-1	0	-0.1	0	-14
O=C(O)/C=C/c1ccc(S(=O)(=O)Nc2ccc(C(=O)NCC(=O)O)cc2)cc1	3	-1	-4	1	-2	-1	4	-0.7	4	6
Cc1ccc(C)c(NC(=O)COC(=O)CCNC(=O)c2ccco2)c1	-8	-3	-5	0	-1	1	9	-0.2	0	-7
Fc1ccc(/C=N/N2CCCCC2)c(F)c1	-2	-1	-5	0	-2	-2	-2	-0.6	2	11
CCOC(=O)N1CCN(C(=O)Nc2sc3nc4n(c(=O)c3c2C)CCC(C)CC4)CC1 (stereo not given)	-10	9	-7	-1	1	-4	9	-1.4	3	8
COc1cc(C(=O)NNC(=O)c2cc(-c3ccccc3)n[nH]2)cc(OC)c1C	-5	-2	-4	-1	0	4	-19	-0.5	10	-3
Cn1c(=O)[nH]c(=O)c2c1nc(N1CCOCC1)n2CCSc1nc2ccccc2[nH]1	-1	5	-3	2	6	2	2	0.0	-1	16

Reprinted from the part before: four entries, followed by the next part.
SMILES	Rev-erbA mod	ARFGAP1 inh	PLCb3 inh	Tn7 DDE FP	DDE Tn6 FP inh	PLCg1 inh	HGIII-sPLA2 inh	KLK7 zymogen act	UHRF1 binding	ASAP1 inh
Fc1ccc(/C=N/N2CCCCC2)c(F)c1	-2	-1	-5	0	-2	-2	-2	-0.6	2	11
CCOC(=O)N1CCN(C(=O)Nc2sc3nc4n(c(=O)c3c2C)CCC(C)CC4)CC1 (stereo not given)	-10	9	-7	-1	1	-4	9	-1.4	3	8
COc1cc(C(=O)NNC(=O)c2cc(-c3ccccc3)n[nH]2)cc(OC)c1C	-5	-2	-4	-1	0	4	-19	-0.5	10	-3
Cn1c(=O)[nH]c(=O)c2c1nc(N1CCOCC1)n2CCSc1nc2ccccc2[nH]1	-1	5	-3	2	6	2	2	0.0	-1	16
COc1cccc(CNC(=O)Cn2c(=O)n(CCC(=O)N3CCCCC3)c(=O)c3sccc32)c1	1	11	-10	1	-4	2	5	0.0	18	0
CC(C)Sc1nc2[nH]ncc2c(=O)[nH]1	-6	5	-2	-2	-1	-1	4	0.1	1	0
O=C(CN1C(=O)NC2(CCCCC2)C1=O)N1CCN(S(=O)(=O)c2ccc(F)c(F)c2F)CC1	1	14	-7	-2	3	0	2	0.5	1	-5
CC(=O)Nc1nnc(COc2ccc(Cl)cc2)s1	-5	-1	-4	-8	-1	1	-8	0.0	1	6
O=C1CCCN1c1ccc(S(=O)(=O)Nc2cccnc2)cc1	3	-3	-1	0	-4	0	4	-0.2	0	-7
CCCc1ccc2oc(C(=O)N(C)Cc3cnccn3)c(C)c2c1	-4	-3	-2	0	-2	3	-4	-0.1	0	4
COc1ccc(C2/C=C\CN(Cc3ccncc3)CC(=O)N2Cc2ccc(F)cc2)cc1 (stereo not given)	-7	5	-4	7	-6	-2	2	-0.2	3	-1
N#CC1=C(N)N2C(=C(C#N)C1c1ccc(Br)cc1)Nc1ccccc12 (stereo not given)	-14	-3	-105	-4	6	-88	-3	1.0	0	2
CCOC(=O)C1CCCN(Cc2ccc(OCc3ccccc3)cc2)C1 (stereo not given)	-4	1	-1	-5	-2	0	-9	0.5	0	-4
O=C(CC(Nc1ccc(Cl)cc1)C(=O)O)c1ccccc1 (stereo not given)	-2	12	-23	-1	-8	-19	-6	-0.3	1	14
COc1ccc2[nH]cc(CCNC(C)=O)c2c1	-3	2	-2	4	2	6	1	0.2	5	1
O=C(COc1ccccc1)Nc1nnc(S(=O)(=O)Nc2ccccc2)s1	-3	1	-8	-3	7	-7	-27	0.1	0	-12
NS(=O)(=O)c1ccc(CCNC(=O)CC(NC(=O)c2ccccc2Cl)c2ccccc2)cc1 (stereo not given)	-1	7	-8	0	0	0	-3	-0.3	0	-1
COc1cc(OC)cc(C(=O)NNC(=O)CCNS(=O)(=O)c2ccc(C)c(C)c2)c1	0	9	-10	4	2	0	-11	0.3	-1	0
CCOc1ccc(CCNC(=O)C2CCN(c3nnc(-n4cccc4)s3)CC2)cc1	1	-4	-2	3	-5	3	10	-0.2	-1	-9
Cc1cc(C)n(C(=O)c2ccc(NC(=O)C3COc4ccccc4O3)cc2)n1 (stereo not given)	0	8	2	0	4	-2	0	-0.5	1	-10
c1ccc2c(c1)Sc1cnccc1N2CC1CO1 (stereo not given)	-7	14	-28	1	-5	-18	8	-0.7	-1	-3
COCCCNC(=O)CN(c1cc(Cl)ccc1OC)S(C)(=O)=O	-5	-8	2	5	1	0	3	0.1	1	0
COc1cccc(S(=O)(=O)NCc2ccc3c(c2)OCO3)c1	1	-7	-1	-5	0	4	0	0.0	-2	-3
C/C(=N\O)c1ccc2[nH]ccc2c1	-5	1	2	6	-3	2	-9	0.2	0	-2
O=C(CCn1c(=S)oc2ccccc21)NC1CCCCC1	-3	4	-4	-4	1	3	6	0.5	5	2
COc1ccc(/C=C2\SC(=S)N(CCCC(=O)N3CCOCC3)C2=O)cc1OC	0	14	-8	10	3	-3	0	0.3	-1	2
Cc1ccc(N(C(=O)c2csnn2)C(C(=O)NC(C)(C)C)c2ccccn2)cc1 (stereo not given)	-1	7	-8	-7	0	-2	2	-0.8	-1	-3
CCOC(=O)c1[nH]cnc1C(=O)NC1CCN(C(=O)OC(C)(C)C)CC1	-4	-5	3	3	-2	1	6	0.2	-4	7
OCCNCc1cc(Br)ccc1OCc1ccc(F)cc1	-5	0	1	7	2	4	-3	-0.4	-3	-2
The list goes on.
SMILES	Rev-erbA mod	ARFGAP1 inh	PLCb3 inh	Tn7 DDE FP	DDE Tn6 FP inh	PLCg1 inh	HGIII-sPLA2 inh	KLK7 zymogen act	UHRF1 binding	ASAP1 inh
Cc1oc(-c2cc(Cl)cc(Cl)c2)cc1C(=O)NCCc1ccccc1	-2	4	1	-1	-2	7	4	-0.1	0	-14
O=C(O)Cc1ccc2c(c1)N(S(=O)(=O)c1cccs1)CC(C(=O)O)O2 (stereo not given)	4	-8	-1	-5	1	1	-2	-0.1	-1	-7
CCN(CC)S(=O)(=O)c1cccc(C(=O)NC(C(=O)NCCc2ccccn2)C(C)C)c1 (stereo not given)	1	-10	3	-3	-2	2	-5	8.8	0	-6
CCCc1ccc(-c2cc(NC(=O)CSc3n[nH]c(N)n3)n(-c3ccccc3)n2)cc1	4	7	4	5	-3	1	-30	-0.7	1	8
CCCn1c(SCC(=O)N2CCCCC2)nnc1-c1ccco1	0	-13	2	4	2	2	0	-0.3	-2	-2
CCOc1cc(/C=C2\C(=N)N3N=C(CC)SC3=NC2=O)ccc1OCCOc1ccc(NC(C)=O)cc1	-3	8	-15	5	-5	-7	-25	0.3	3	11
O=C(NC1CCCCCC1)C1CCN(C(=O)c2cccc(Cl)c2)CC1	-4	-1	-5	-5	3	1	-1	-0.1	0	8
C/C(=N\NC(=O)CNC(=O)c1cccs1)c1ccc(Cl)c(Cl)c1	-3	-1	-6	12	6	-2	4	-0.3	3	6
O=[N+]([O-])c1ccc(Nc2nc(N3CCOCC3)nc(N3CCOCC3)n2)cc1	-11	9	-2	2	2	-3	14	-0.3	7	4
C=CCSC1=C(C#N)C(c2cc(Br)c(O)c(OC)c2)CC(=O)N1 (stereo not given)	-1	-1	-4	0	-5	0	0	0.0	0	12
COc1cccc(N2CCN(CC(=O)NCc3ccc(F)cc3)CC2)c1	1	nt	4	-5	-3	0	5	-0.1	0	nt
Cc1ccc2c(c1)Sc1c(ccc3ccccc13)N2	10	-1	-71	0	-1	-47	1	0.6	0	2
CCN(CC)S(=O)(=O)c1cc([N+](=O)[O-])ccc1NNC(=O)Nc1ccc(F)cc1	0	22	4	-7	-3	5	-12	0.1	-1	5
Cc1ccc(C2(C(F)(F)F)NC(=O)N3N=C4CCCCCN4C3=C2C#N)cc1 (stereo not given)	3	-8	2	0	-2	0	-1	0.0	-1	-5
CCCCN(C(=O)c1nn(C)c(=O)c2ccccc12)c1c(N)n(CCC)c(=O)[nH]c1=O	3	-12	-6	6	0	-1	7	0.5	-1	-10
COC(=O)c1cc(S(=O)(=O)NCCCN2CCCC2=O)cn1C	1	2	-7	-3	-4	1	3	0.0	1	3
Cc1cc(C)c(C#N)c(Nc2cccc(Br)c2)n1	-1	-8	-16	-4	-4	-7	-6	-0.6	1	6
CCN(c1ccccc1)S(=O)(=O)c1ccc(OC)c(NC(=O)Cc2ccc(OC)c(OC)c2)c1	0	4	-8	-3	2	2	-15	-0.3	-3	-10
